# High-throughput results: PubChem BioAssay, Southern Research Specialized Biocontainment Screening Center
# MgcRacGAP inhibition: MgcRacGAP GTPase-activating activity inhibitors, confirmation, biochemical, ADP Hunter fluorescence | Rac GTPase-activating protein 1 (Homo sapiens) | MgcRacGAP-stimulated Rac1 GTP hydrolysis, ADP Hunter fluorescence; higher % means a stronger effect; GST-tagged Rac1 F28L mutant substrate | one-dose inhibition, % at 30 µM; IC50 in µM for titrated hits | actives 0.6% (n = 340,000);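 active = first-screen hits whose inhibition reached a set limit at any dose in the follow-up dose series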;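 also: fluorescence reports GDP produced by GAP-driven GTP hydrolysis; strong numbers were not always called active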
# The depositor's hits bear a star.
SMILES,MgcRacGAP inhibition
O=C(COC(=O)CNC(=O)c1ccccc1)Nc1ccc(Cl)cn1,3.7%
O=C(NCCNC(=O)c1ccc(-c2cccc(Cl)c2)o1)c1cnccn1,13.0%
COc1ccc(S(N)(=O)=O)cc1C(=O)OCCCC(=O)c1ccccc1,1.4%
COc1ccc(S(=O)(=O)NCc2nc3nc(C)cc(C)n3n2)cc1,3.0%
O=C1NCN(C2CCCCC2)CN1,6.5%
CCOc1ccc(N2CC(C(=O)NCCN3C(=O)S/C(=C/c4cccnc4)C3=O)CC2=O)cc1 (centres undefined),3.5%
C[C@@H]1CN([C@H](C)CO)C(=O)CCCn2cc(nn2)CO[C@H]1CN(C)S(=O)(=O)c1ccccc1C#N,4.4%
N#Cc1nc(Nc2cc(F)cc(F)c2)c2ncn(CC(F)F)c2n1,9.5%
COc1ccc2c(CC(=O)NNC(=O)c3ccc(C)cc3)coc2c1,6.1%
CC1CN(C=O)CC(C)N1CCN1C(C)CN(C=O)CC1C (centres undefined),3.8%
C[C@@H](C(=O)OCC(=O)c1ccc(F)c(F)c1)N1C(=O)C2CCCCC2C1=O (some centres undefined),5.8%
O=c1[nH]c2cc(Cl)c(Cl)cc2o1,0.3%
O=C(COC(=O)c1ccc(O)cc1)Nc1cc(S(=O)(=O)N2CCOCC2)ccc1Cl,0.2%
CC(Sc1nc2ccccc2c(=O)n1C)C(=O)Nc1ccc2c(c1)OCCO2 (centres undefined),2.0%
C=CC[C@H](CC(=O)NCCO)C(=O)NC[C@H](OC(=O)[C@@H](CC=C)Cc1ccc(F)cc1)c1ccccc1,6.9%
CCN(CC)CCNc1ccc(CO)c2oc3cc(Cl)ccc3c(=O)c12,4.5%
CCOC(=O)[C@H]1[C@H]2COc3ccc(Br)cc3[C@@H]2N2C(=O)CN(Cc3ccccc3)C(=O)[C@@]12C,12.7%
CC(C)NC(=O)Nc1cccc2c1O[C@H](CN(C)S(=O)(=O)c1ccccc1)[C@@H](C)CN([C@H](C)CO)C2=O,7.3%
CCCn1c(N)c(C(=O)COC(=O)COc2ccc(Cl)c(C)c2)c(=O)n(C)c1=O,0.7%
COc1ccc(CN(C)C[C@H]2OCCCC[C@@H](C)Oc3ccc(NC(=O)c4ccccc4)cc3C(=O)N([C@H](C)CO)C[C@@H]2C)cc1,9.4%
CCOc1ccc(NC(=O)c2ccc3c(c2)OCCO3)cc1S(=O)(=O)N(CC)CC,4.4%
COc1cccc(CN(C)CC(=O)N2CCN(S(=O)(=O)c3ccccc3)CC2)c1,16.8%
CC(C)(C)OC(=O)C[C@@H]1C/C=C\C[C@@H](CC(=O)N(CCO)Cc2ccccc2)C(=O)N2CCC[C@@H]2COC1=O,8.8%
C[C@@H](OC(=O)c1[nH]cnc1C(=O)NCc1ccc(CNC(=O)OC(C)(C)C)cc1)c1ccccc1,7.5%
CCOc1nc(OCC)c2[nH]c(C(=O)O)c(Br)c2n1,5.7%

# In a second layout: 2 of the compounds above.
> CCOc1ccc(NC(=O)c2ccc3c(c2)OCCO3)cc1S(=O)(=O)N(CC)CC
  MgcRacGAP inhibition = 4.4%

> COc1cccc(CN(C)CC(=O)N2CCN(S(=O)(=O)c3ccccc3)CC2)c1
  MgcRacGAP inhibition = 16.8%

# Continued.
SMILES,MgcRacGAP inhibition
C[C@@H]1CN([C@@H](C)CO)C(=O)CCCn2cc(nn2)CO[C@H]1CN(C)C(=O)c1ccc2ccn(C)c2c1,3.8%
O=C(Cc1ccc(NC(=O)C2CCCN(C(=O)C3CCCC3)C2)cc1)Nc1cccc(C(=O)N2CCCCC2)c1 (centres undefined),10.3%
CC1=C(C(=O)N(C)C)CC(CC(=O)NCc2cccc3ccccc23)C(=O)N1CCCN1CCCC1=O (centres undefined),14.5%
COc1ccc2[nH]c3c(c2c1)CCN1C(=O)C(CC(=O)NCc2cccc(C(F)(F)F)c2)C[C@H](C(=O)N2CCCCC2)[C@@]31C (some centres undefined),5.8%
Cc1ccc(S(=O)(=O)N2CCN(Cc3cc(=O)n4ccccc4n3)CC2)c(C)c1,-2.3%
COc1ccc(S(=O)(=O)N2CCN(C(=O)CN3C(=O)NC(C)(C)C3=O)CC2)cc1,2.7%
c1ccc(Nc2cccc3ccccc23)cc1,-1.6%
N#Cc1cnn(-c2ccccc2)c1NC(=O)c1ccccc1F,5.2%
COc1cc2c3nc4n(c(=O)c3n(CC(=O)N3CCCC3)c2cc1OC)CCS4,-3.2%
CC(=NNC(=O)c1ccncc1)c1cccc(Br)c1,-5.4%
COc1cccc(S(=O)(=O)N(C)C[C@H]2Oc3ncc(Br)cc3C(=O)N([C@@H](C)CO)C[C@@H]2C)c1,11.8%
CNC(=O)c1c(O)c2cccc3c2n(c1=O)CC3,12.7%
N=C1C=CC(=C(c2ccc(N)cc2)c2ccc(N)cc2)C=C1,98µM*
O=C(CN1CCN(S(=O)(=O)c2ccc(F)c(Cl)c2)CC1)N1CCOCC1,4.3%
COc1cc(OC)cc(C(=O)NCC(=O)NCc2ccccn2)c1,4.1%
C=C1CC2(OC1=O)c1ccccc1CCc1ccccc12,4.3%
COc1cc2sc3cc(NCC[C@@H]4CCCN4C)ccc3c(=O)c2cc1OC,10.1%
CCCN(C(=O)CSc1ncnc2sccc12)c1c(N)n(Cc2ccccc2)c(=O)[nH]c1=O,8.3%
COc1ccccc1C(=O)c1ccccc1C(=O)c1ccccc1,-13.3%
CCN(C(=O)COc1cc(OC)ccc1C(C)=O)C1CCS(=O)(=O)C1 (centres undefined),-4.0%
CC[C@@]1(C(=O)OC)N[C@H](CN(C)C(=O)C2CCCCC2)[C@@H]2C(=O)N(C)C(=O)[C@@H]21,-4.0%
Cc1ccccc1-n1nnnc1SCC(=O)NNC(=O)c1ccc(NC(=O)CC#N)cc1,6.7%
COc1ccc(NC(=O)Nc2ccc3c(c2)C(=O)N([C@H](C)CO)C[C@H](C)[C@@H](CN(C)S(=O)(=O)c2ccc(OC)cc2)O3)cc1,3.6%
CCOCc1c(C(=O)N2CCN(CC(=O)Nc3ccc(F)cc3)CC2)oc2ccccc12,1.2%
C[C@H]1CN([C@@H](C)CO)C(=O)CCCn2cc(nn2)CO[C@@H]1CN(C)S(=O)(=O)c1ccc(Oc2ccccc2)cc1,2.9%

# Random excerpt: four compounds from above, in no set order.
SMILES,MgcRacGAP inhibition
C[C@@H]1CN([C@@H](C)CO)C(=O)CCCn2cc(nn2)CO[C@H]1CN(C)C(=O)c1ccc2ccn(C)c2c1,3.8%
O=C(CN1CCN(S(=O)(=O)c2ccc(F)c(Cl)c2)CC1)N1CCOCC1,4.3%
c1ccc(Nc2cccc3ccccc23)cc1,-1.6%
COc1cc2c3nc4n(c(=O)c3n(CC(=O)N3CCCC3)c2cc1OC)CCS4,-3.2%

# Going on with the list.
SMILES,MgcRacGAP inhibition
Cc1ccc([C@@H]2CC(=O)[C@@H]3CN(S(=O)(=O)c4ccc(C)cc4)[C@H](c4ccccc4)C[C@@H]3N2S(=O)(=O)c2ccc(Cl)cc2)cc1,10.3%
CCOc1ccc(NC(=O)COC(=O)Cn2cnc3ccccc32)cc1,6.6%
COCC(=O)N(C)[C@H]1C[C@H]2c3cc(N4CCN(C)CC4)ccc3CCN2C(=O)[C@H]1[C@H](C)O,10.8%
CSc1ncccc1C(=O)OCC(=O)Nc1cccc(S(=O)(=O)N2CCOCC2)c1,3.5%
CSCCC(NC(=O)c1ccccc1Cl)C(=O)NCc1ccncc1 (centres undefined),6.7%
CC(NS(=O)(=O)c1ccc(Cl)c(Cl)c1)C(=O)OCC(=O)N1CCCCCC1 (centres undefined),0.7%
O=C(NCC1CCCCC1)c1ccc(F)c(S(=O)(=O)N2CCOCC2)c1,7.6%
Cc1cc(CSc2ccc(Cl)cc2)ccc1N,1.2%
COC(=O)c1c(-c2ccccc2OC)sc2ccc(OC)cc12,6.4%
Cc1ccc(S(=O)(=O)NCC(=O)OCc2cc(=O)oc3cc(C)ccc23)cc1,4.2%
O=[N+]([O-])c1ccc(N=NNc2ccc([N+](=O)[O-])cc2)cc1,-0.1%
CCC(CO)Oc1cc(NCc2cc(C)cc(C)c2)c2ncn(C(C)C)c2c1 (centres undefined),-4.8%
Cn1c(SCC(=O)N2CC(=O)Nc3ccccc32)nnc1C(F)(F)F,6.8%
COc1cc(C=NNC(=O)c2ccc(NS(=O)(=O)c3cccs3)cc2)cc(Br)c1O,14.0%
COc1cccc(C2c3cc4c(cc3OC(N3CCOCC3)C2C)OCO4)c1O (centres undefined),4.8%
CCN(C[C@H]1N[C@@](Cc2ccccc2)(C(=O)OC)[C@H]2C(=O)N(Cc3ccccc3)C(=O)[C@@H]12)C(C)=O,-1.5%
CN(Cc1ccccc1)S(=O)(=O)c1ccc(N2CCCC2=O)cc1,2.7%
Cc1cccc(C(=O)OCC(=O)N(C)CC(=O)Nc2ccc(Cl)c(C(F)(F)F)c2)c1,0.3%
CCC(C)c1ccccc1NC(=O)COc1ccc(-n2cnnn2)cc1 (centres undefined),2.9%
N#Cc1ccc(CSc2ccc(S(=O)(=O)N3CCCCCC3)cn2)cc1,6.2%
CC(C)O/C(=N/S(=O)(=O)c1ccc(Cl)cc1)c1ccccc1,-3.4%
Cc1noc(C)c1S(=O)(=O)Nc1ccc2c(c1)C(=O)N([C@H](C)CO)C[C@H](C)[C@@H](CN(C)C(=O)Nc1ccc3c(c1)OCO3)O2,6.2%
CCOC(=O)C1=CNS(=O)(=O)NC1c1ccc(OC(C)=O)cc1 (centres undefined),9.9%
CCSc1ccc([C@@H]2[C@H]3C(=O)N(CC)C(=O)[C@H]3[C@]3(C(=O)OC)CCCCN23)cc1OC,8.9%
COc1ccccc1Nc1nc(-c2ccc([N+](=O)[O-])cc2)nc2ccccc12,1.1%
# Later entries.
SMILES,MgcRacGAP inhibition
COc1ccccc1NC(=O)COC(=O)c1cc2ccccc2cc1O,8.6%
CCCn1c(SCC(=O)Nc2ccccc2C(=O)NC2CC2)n[nH]c1=O,2.3%
COc1cc2cnc(-c3cccnc3)cc2cc1OC,3.7%
COc1ccccc1CCC(=O)NNC(=O)c1cccs1,4.9%
OC(COc1ccccc1)CN1CCCCC1 (centres undefined),-1.4%
Cc1cc(C)n2nc(C(=O)NCc3ccco3)nc2n1,6.8%
OCCN(Cc1cccnc1)Cc1ccccn1,-10.6%
O=C(CC1CC2CCC1C2)N1CCN(S(=O)(=O)c2ccc(C(F)(F)F)cc2)CC1 (centres undefined),8.7%
CCOc1ccc2nc(N3C(=O)C(O)=C(C(=O)c4ccco4)C3c3ccco3)sc2c1 (centres undefined),10.3%
CN(C(=O)COC(=O)CSc1ccc([N+](=O)[O-])cc1)c1ccccc1,1.9%
O=C(c1n[nH]c2ccccc12)N1CCN(S(=O)(=O)c2ccccc2)CC1,-0.5%
O=C(CN1CCN(CC(=O)Nc2ccccc2Cl)CC1)NCC1(N2CCCCC2)CCCCC1,8.1%
CCC(C)NC(=O)c1ccc(N2CC3CC(C2)c2cccc(=O)n2C3)c(NC(=O)c2c(F)cccc2F)c1 (centres undefined),6.9%
CCOP(=O)(OCC)c1nc(-c2ccc(C)cc2)oc1N1CCOCC1,4.2%
Cc1noc(C)c1COc1ccccc1C(=O)NCc1ccco1,9.7%
CN(CC(=O)Nc1cccc(F)c1)C(=O)c1ccc(OCc2ccccc2)cc1,8.3%
O=C1[C@@H](Oc2ccccc2)[C@@H](c2ccncc2)N1c1ccncc1,7.0%
COc1cc2cc(CCOC(=O)c3ccc(C(F)(F)F)cc3)oc(=O)c2cc1OC,7.9%
COc1ccc(C(=O)NC(C)c2cccnc2)cc1S(=O)(=O)N(C)Cc1ccccc1 (centres undefined),3.0%
CN(C)S(=O)(=O)c1cccc(NC(=O)c2cc([N+](=O)[O-])ccc2N2CCCCC2)c1,2.1%
CC1CCCCC1NC(=O)Cn1cnc2sccc2c1=O (centres undefined),2.1%
CCN(CC(=O)Nc1c(F)cccc1F)C(=O)CNC(=O)c1ccc2ccccc2c1,7.6%
C[C@H](CO)N1C[C@H](C)[C@@H](CN(C)C(=O)Nc2ccc3c(c2)OCO3)Oc2ccc(NC(=O)C3CCCCC3)cc2C1=O,-0.9%
O=C(CCc1ccccc1)NCCCNC(=O)CCc1ccccc1,5.7%
COc1ccccc1C(=O)NC(=O)COC(=O)c1nccnc1N,0.7%

# Reprinted from the part before: 4 entries, then new ones.
SMILES,MgcRacGAP inhibition
CCN(CC(=O)Nc1c(F)cccc1F)C(=O)CNC(=O)c1ccc2ccccc2c1,7.6%
C[C@H](CO)N1C[C@H](C)[C@@H](CN(C)C(=O)Nc2ccc3c(c2)OCO3)Oc2ccc(NC(=O)C3CCCCC3)cc2C1=O,-0.9%
O=C(CCc1ccccc1)NCCCNC(=O)CCc1ccccc1,5.7%
COc1ccccc1C(=O)NC(=O)COC(=O)c1nccnc1N,0.7%
O=C(CN1CCN(CC(=O)Nc2ccc(F)cc2)CC1)NCC1(N2CCOCC2)CCCCC1,0.3%
Cc1ccc2nc3n(c(=O)c2c1)-c1cc2ccccc2cc1C(=O)NC3Cc1ccc(O)cc1 (centres undefined),6.4%
COc1cc2c(O)cc(C(=O)O)c(-c3cc(OC)c(OC)c(OC)c3)c2cc1OC,-6.7%
C[C@H](CO)N1C[C@H](C)[C@@H](CN(C)C(=O)Nc2ccc(C(F)(F)F)cc2)Oc2c(cccc2N(C)C)C1=O,7.5%
COc1ccccc1NC(=O)COC(=O)c1c[nH]c2ccccc12,6.6%
CC(C)CN(C(=O)CCNC(=O)c1ccc([N+](=O)[O-])cc1)C1CCS(=O)(=O)C1 (centres undefined),2.9%
C=CC[C@H]1C=C[C@@H](C(C(=O)OC)C(=O)OC)CN1C(C)=O,5.5%
O=C1CN(C(=O)c2ccco2)C(c2ccc(F)cc2)c2cc(Cl)ccc2N1 (centres undefined),8.5%
CCC(=O)N(c1nnc(SC(C)C(=O)Nc2ccc(N3CCOCC3)cc2)s1)C1CC1 (centres undefined),11.0%
CCC1(c2ccc(OC)cc2)NC(=O)N(CC(=O)N2CCc3ccccc32)C1=O (centres undefined),-0.5%
CC(=O)N1CCN(S(=O)(=O)c2cccc(C(=O)OCc3cccc(F)c3)c2)CC1,3.2%
COc1cc(OC)cc(C(=O)NC(C(=O)NNC(=O)CN(C)S(=O)(=O)c2ccc(C)cc2)C(C)C)c1 (centres undefined),6.3%
CCN(c1ccccc1)S(=O)(=O)c1ccc(N2CCN(c3ccccc3O)CC2)nc1,5.5%

# Some of the compounds tested, so the mix of outcomes need not match the whole.
